NadD inh: inhibitors of S. aureus NadD, primary screen, biochemical, colorimetric, uHTS; Nicotinate-nucleotide adenylyltransferase NadD (Staphylococcus aureus N315); inhibition, % at 20 µM; purified NadD enzyme, colorimetric absorbance read-out; actives 0.78% (n = 360,000); in the data active = inhibition above about 26%; also: some compounds past the cut are filed as inactive
MT1-MMP act inh: blockers of MT1-MMP proenzyme processing, primary screen, HT1080 RFP-PRO-GFP cells, GFP/RFP fluorescence. GFP/RFP ratio fluorescence, overnight; percent of plate control window, DMSO zero. GFP/RFP ratio change, % at 20 µM. actives 0.061% (n = 360,000);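 active = GFP/RFP ratio change of at least 30% with cell ATP level not reduced by more than half and red fluorescence within 50% of control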; also: strong numbers were not always called active
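Test system: HT1080 RFP-PRO-GFP cells; Benchmarks: DMSO and RFP-L50D-GFP cell wells; Timing: cells overnight before dosing, compound overnight, 37 °C, 5% CO2; Compound: one 20 µM compound dose with 1% DMSO; Read-out: GFP/RFP fluorescence ratio.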
CendR NRP1 mod: modulators of CendR peptide binding to NRP-1, primary screen, biochemical, fluorescence polarization, uHTS; AID 602438, 2012; FAM-RPARPAR peptide binding to NRP-1; actives 0.85% (n = 360,000); inhibition, % at 25 µM;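 active = inhibition or corrected inhibition above about 18%, plus a signal ratio from 0.5 to 1.5, limit read from the data, passing the limit was not always enough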; also: strong numbers were not always called active
Target sequence (O14786 whole entry, looked up): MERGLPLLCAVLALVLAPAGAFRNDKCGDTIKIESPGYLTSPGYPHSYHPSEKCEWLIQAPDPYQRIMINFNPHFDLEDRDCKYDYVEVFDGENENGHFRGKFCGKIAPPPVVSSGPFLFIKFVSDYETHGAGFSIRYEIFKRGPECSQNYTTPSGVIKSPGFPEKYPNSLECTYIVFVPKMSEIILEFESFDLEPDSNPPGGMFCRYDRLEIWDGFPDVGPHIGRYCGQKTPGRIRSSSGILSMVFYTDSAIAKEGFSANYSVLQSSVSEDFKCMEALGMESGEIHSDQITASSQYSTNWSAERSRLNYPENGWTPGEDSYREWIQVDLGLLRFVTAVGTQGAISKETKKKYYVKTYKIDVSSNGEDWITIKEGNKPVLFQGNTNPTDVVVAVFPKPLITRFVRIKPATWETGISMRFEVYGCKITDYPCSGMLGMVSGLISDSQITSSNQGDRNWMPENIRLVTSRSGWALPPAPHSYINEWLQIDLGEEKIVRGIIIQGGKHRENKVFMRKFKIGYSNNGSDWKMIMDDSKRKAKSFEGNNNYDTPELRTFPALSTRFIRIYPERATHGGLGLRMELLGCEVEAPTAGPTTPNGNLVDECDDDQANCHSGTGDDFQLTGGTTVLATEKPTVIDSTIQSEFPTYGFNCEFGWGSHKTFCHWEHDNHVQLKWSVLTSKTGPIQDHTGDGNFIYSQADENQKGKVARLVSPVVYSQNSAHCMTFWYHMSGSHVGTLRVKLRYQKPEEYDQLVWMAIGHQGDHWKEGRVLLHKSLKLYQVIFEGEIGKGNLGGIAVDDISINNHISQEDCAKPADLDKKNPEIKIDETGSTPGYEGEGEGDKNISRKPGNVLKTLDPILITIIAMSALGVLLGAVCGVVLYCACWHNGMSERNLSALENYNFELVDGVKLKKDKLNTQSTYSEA
Rpn11 inh: Rpn11 (PSMD14) deubiquitinase inhibitors, primary screen, biochemical, fluorescence polarization, uHTS; 26S proteasome non-ATPase regulatory subunit 14 (Homo sapiens), O00487; human 26S proteasome, Ub4-pepOG fluorescence polarization; 20S core pre-blocked with epoxomicin; calls only at 20 µM; actives 0.59% (n = 360,000); AID 588493, 2011;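 active = inhibition at 20 µM, scaled to each plate's controls, above about 33%, limit read from the data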
LMPTP inh: LMPTP phosphatase inhibitors, primary screen, biochemical, fluorescence intensity, uHTS; Low molecular weight phosphotyrosine protein phosphatase (Homo sapiens), P24666; recombinant LMPTP-A, OMFP fluorogenic substrate; inhibition, % at 20 µM; actives 0.22% (n = 360,000);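 active = compounds that cut the enzyme signal by at least half of the control window in the single-dose screen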;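 also: plate controls were DMSO wells with enzyme plus substrate for no effect and substrate without enzyme for full effect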
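material = LMPTP-A | quantity = 0.625 nM enzyme | reagent = OMFP substrate, 400 µM final | buffer or medium = Bis-Tris pH 6.0, DTT, detergent | detection = endpoint fluorescence intensity from OMFP dephosphorylation | dosing = single 20 µM dose | read-out basis = % inhibition relative to no-enzyme and uninhibited control wells | control set = no-enzyme and uninhibited controls | timing = 50 min at room temperature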
Scp1 inh: Scp-1 phosphatase inhibitors, primary screen, biochemical, colorimetric, uHTS; inhibition, % at 20 µM; Carboxy-terminal domain RNA polymerase II polypeptide A small phosphatase 1 (Homo …; AID 493091, 2011; Recombinant Scp1, phosphopeptide, malachite green phosphate absorbance; actives 0.88% (n = 340,000);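 active = inhibition above about 50% at 20 µM, limit read from the data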;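 also: plate controls were DMSO wells with enzyme for no effect and wells lacking enzyme for full effect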
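Test system: SCP-1 catalytic domain; Buffer or medium: Acidic Tris acetate buffer with magnesium and detergent; Also added: Phosphorylated 17-residue peptide substrate; Compound: single 20 µM dose, 1% DMSO; Schedule: enzyme reaction 45 min at room temperature, colour 5 min, stabilisation 30 min; Signal: Phosphate-binding colour reagent, absorbance read at 630 nm.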
DNMT1 inh: human DNMT1 methyltransferase inhibitors, primary screen, biochemical, molecular beacon, fluorescence, HinP1I cleavage, uHTS | AID 588458, 2011 | actives 0.83% (n = 360,000) | DNA (cytosine-5)-methyltransferase 1 (Homo sapiens), P26358 | inhibition (reported as % activation of signal), % at 10 µM; in the data active = inhibition above about 50%
SUMO1-SIM PPI: modulators of SUMO1 protein-protein interactions, primary screen, biochemical, uHTS; SUMO1 binding to a labelled peptide, TR-FRET, 1 h; inhibition, % at 20 µM; actives 0.33% (n = 360,000); AID 602429, 2012; in the data active = inhibition above about 37%
Target sequence (P63165 whole entry, looked up): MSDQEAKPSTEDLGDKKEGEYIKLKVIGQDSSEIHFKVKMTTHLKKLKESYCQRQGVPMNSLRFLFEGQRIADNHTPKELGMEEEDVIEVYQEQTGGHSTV
SKN-1 block: suppressors of acrylamide-induced Pgst-4::GFP reporter in worms, primary screen, SKN-1 inhibitor project, whole organism, uHTS, GFP/RFP fluorescence ratio, strain VP596. inhibition, % at 21.8 µM. C. elegans VP596 Pgst-4::GFP/RFP ratio, 24 h. actives 0.49% (n = 360,000);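 active = interference check ratio from 0.5 to 1.5 plus GFP to RFP signal ratio inhibition reaching or exceeding a fixed threshold, cut at about 30% in these data, passing the limit was not always enough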; also: some compounds called inactive have numbers as strong as hits
STEP inh: STEP phosphatase inhibitors, primary screen, biochemical, fluorescence intensity, uHTS | recombinant STEP, OMFP fluorogenic substrate | inhibition, % at 20 µM | actives 0.25% (n = 360,000);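 active = inhibition at 20 µM, scaled per plate between control wells, above about 37%, limit read from the data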;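 also: 0% = DMSO with enzyme and substrate and 100% = substrate only without enzyme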
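Test system: STEP tyrosine phosphatase / Reagent: OMFP at 25 µM / Doses: 20 µM, 1% DMSO / Read-out: percent inhibition scaled to no-enzyme and uninhibited-enzyme controls, plate-pattern corrected / Detection: FITC-channel fluorescence of OMFP product / Medium: Bis-Tris buffer pH 6.0, 2.5 mM DTT, 0.005% Tween 20 / Schedule: 20 min at room temperature, dark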
* hit, by the source's call; i = inactive; nt = not tested or not shown.

NadD inh	MT1-MMP act inh	SMILES	CendR NRP1 mod	Rpn11 inh	LMPTP inh	Scp1 inh	DNMT1 inh	SUMO1-SIM PPI	SKN-1 block	STEP inh
7	-3	CN(C)S(=O)(=O)c1ccc(S(=O)(=O)Nc2ccc3c(c2)oc2ccccc23)cc1	-5	i	5.0	-10	-11	5	5	-2
-1	-4	COc1cccc(CNC(=O)CCNC(=O)C2CCN(S(=O)(=O)c3ccccc3)CC2)c1	10	i	-0.4	-7	3	1	3	-4
2	-5	Cc1cccc(C)c1NC(=O)CNC(=O)CCCN1C(=O)c2cccc3cccc(c23)C1=O	2	i	-0.3	-5	3	-34	-17	-2
-8	-19	FC(F)Sc1ccc(NC(=S)NC(c2ccccc2)c2ccccc2)cc1	-1	i	5.9	-18	-2	-1	-9	0
-3	4	COc1ccc(CNS(=O)(=O)NCc2ccc(OC)c(OC)c2)cc1	4	i	-1.2	-4	2	-2	-1	2
-6	-1	NC(=O)c1ccc(SCC(=O)OCC(=O)N2CCCC2=O)c([N+](=O)[O-])c1	18	i	-0.7	2	2	-34	1	1
-3	2	CSCCC(=O)Nc1nc(-c2ccccn2)cs1	-8	i	2.1	2	1	1	2	3
-3	1	O=C(COc1nsnc1N1CCOCC1)N/N=C/c1ccccc1O	-4	i	0.3	-11	9	1	1	-1
-4	2	CCOc1ccc(N(CC(=O)O)S(=O)(=O)c2cccnc2)cc1	-1	i	-1.5	-4	-1	5	12	5
0	3	O=C(Cn1cnc2ccccc21)Nc1ccc2c(c1)OCCCO2	2	i	0.0	1	1	-1	3	-1
9	4	O=[N+]([O-])c1cccc(/C=C/c2ccc3cccc(O)c3n2)c1	9	i	-1.3	-2	2	-3	14	0
3	5	CC(C)(C)c1ccc(C(=O)NNC(=O)Cc2cccc3ccccc23)cc1	11	i	0.5	-7	-8	5	15	0
13	-6	CCN(C[C@H]1N[C@@](Cc2ccccc2)(C(=O)OC)[C@H]2C(=O)N(Cc3ccccc3)C(=O)[C@@H]12)C(=O)Nc1ccc(Cl)cc1	0	i	3.6	-8	-12	-2	1	0
0	3	O=C(Cc1ccccc1)c1c[nH]c(C(=O)C(Cl)(Cl)Cl)c1	-12	i	-1.0	-6	8	3	7	-3
-5	-2	COc1cccc2sc(=NC(=O)CS(=O)(=O)c3ccc(F)cc3)n(C)c12	-3	i	1.1	-8	1	17	18	4
-4	-2	Cc1cccc(CC(=O)NCC2CCCCC2)c1	2	i	-1.2	-4	-5	2	-12	5
-7	5	Nc1[nH]nc2nc(-c3ccccc3)[nH]c(=O)c12	9	i	-1.0	-11	2	7	2	-2
-3	3	O=C(c1cc(F)ccc1F)C1CCCN(C(=O)CCCN2CCCCC2=O)C1 (configuration not stated)	-1	i	-0.9	-1	2	3	-1	0
-6	1	Cc1ccc(C(=O)NNC(=O)CSc2nnc(C3CC3)n2C)cc1	-2	i	-0.4	-1	1	-1	5	-4
7	-1	CC(C)c1nc(-c2ccccn2)no1	-7	i	-0.5	-2	2	1	-12	-1
-5	-8	O=c1oc2ccccc2c(O)c1C=Nc1cccnc1	-5	i	-0.3	-7	3	1	99	2
-5	-2	CC(C)Cn1c(SC(C)C(=O)Nc2ccc3c(c2)OCCO3)nc2ccccc2c1=O (configuration not stated)	-3	i	3.1	-3	2	2	4	1
29	-10	Cc1ccc(-c2cc(C(F)F)n3ncc(C(=O)N4CCN(c5cccc(C)c5C)CC4)c3n2)cc1	1	i	6.1	-5	-6	-2	39*	3
0	-2	COCCCNC(=O)c1cccc2c(=O)c(C)c(-c3ccccc3)oc12	1	i	-2.8	-4	-3	6	-4	-1
-2	-4	CCOc1cccc(CNCCO)c1OCc1ccc(Cl)cc1	11	i	-0.6	-3	2	4	12	-4
-4	2	CC(C)Cn1c(N)c(C(=O)COC(=O)COc2cccc(C(F)(F)F)c2)c(=O)n(C)c1=O	11	i	0.9	-5	-2	-3	2	-2
1	-1	S=c1nc(-c2ccccc2Cl)n(Cc2cccnc2)c2c1CCCC2	6	i	-2.8	3	2	2	-7	0
2	-10	CC(C)(C)OC(=O)N(CCc1ccccc1)Cc1ccccc1OCc1ccc(NC(=O)C2CCCC2)cc1	-10	i	3.2	-8	1	5	16	4
1	-2	O=C(NC1CCCC1)c1ccc(CS(=O)(=O)c2ccc(Br)cc2)o1	-14	i	0.3	-4	1	4	3	0
0	-2	CCn1cc(/C=N/NS(=O)(=O)c2ccc(OC)cc2)c(C)n1	8	i	-0.7	1	1	-3	-22	-1
1	1	CC1(C)OC2CCN3C(C(O)COS3(=O)=O)C2O1 (configuration not stated)	9	i	-1.0	0	10	-18	6	1
9	-2	CC(C)(C)NC(=O)COC(=O)CCC(=O)c1ccc(Cl)cc1	-4	i	-1.1	-5	2	-3	8	1
2	8	c1ccc2c(c1)CCN(c1ncnc3c1[nH]c1ccccc13)C2	0	i	3.8	11	-6	8	7	2
12	-3	COc1ccc(-c2cc(-c3c(O)c(OC)c4occc4c3OC)[nH]n2)cc1	7	i	3.2	-5	-29	18	9	1
2	-4	O=C(N=C1SC2CS(=O)(=O)CC2N1Cc1ccccc1)c1ccccc1 (configuration not stated)	-2	i	-0.7	nt	3	-9	0	1
-3	-1	O=C(NC1CCC(O)CC1)c1ccccc1OCc1ccc(F)cc1 (configuration not stated)	-4	i	1.4	-10	1	2	17	1
2	-2	c1cncc(-c2noc(-c3cccc4ccccc34)n2)c1	-5	i	1.9	-1	-2	-15	5	1
1	8	Cc1nc(C(=O)Nc2ccccc2)sc1C1(C)CC(c2cccc([N+](=O)[O-])c2)=NO1 (configuration not stated)	3	i	1.6	-12	-6	4	12	-1
7	6	CCc1nc(C)ccc1OCC(=O)N(CC)CC	8	i	-1.3	0	6	-2	15	-2
-4	-1	COCCC(=O)Nc1c(-c2ccccc2)c2cc(Br)ccc2[nH]c1=O	-1	i	-1.3	-4	-2	6	-2	-2
-3	2	Cn1nc(C(=O)Nc2ccccc2Cl)cc1C(=O)Nc1ccccc1Cl	7	i	-0.3	-11	7	5	1	0
-2	1	CN(C)CC#Cc1cccc(-c2nc(C(=O)O)cc3c2[C@@H](CCO)N(S(=O)C(C)(C)C)C3)c1 (some centres not stated)	-15	i	0.1	nt	0	11	14	4
4	-5	CCn1ncc(-c2ccnc3cc(C(=O)O)nn23)c1C	2	i	-0.8	3	0	-6	0	4
11	-7	C=C[C@H](CC(C)C)N(Cc1ccccc1)S(=O)(=O)N(Cc1ccc(OC)cc1)[C@H](C=C)CC(C)C	3	i	-1.0	-6	3	-1	13	3
0	-4	CC(=O)NCCNC(=O)Cn1nnc(-c2ccccc2)c1COc1ccc2ccccc2c1	2	i	-0.1	nt	-1	-1	2	1
-2	8	COCCCn1[nH]c2c3c(ccc2c1=O)C(=O)c1ccccc1C3=O	12	i	2.5	4	-5	-14	7	1
-5	0	CC(C)(C)CC(=O)NC(=S)NCc1ccco1	5	i	-0.5	-9	-1	2	-14	2
2	9	O=c1c2cc(O)c(O)cc2oc2cc(O)c(C3OC(CO)C(O)C(O)C3O)c(O)c12 (configuration not stated)	-94	i	0.2	7	8	16	-11	2
-4	4	O=C([C@H]1O[C@@H](n2ccc(=O)[nH]c2=O)[C@H](O)[C@@H]1O)N(CCC1=CCCCC1)CC1CC1	-4	i	0.1	nt	2	-6	20	-2
4	-1	CCc1ccccc1NC(=O)N1C2CCCC1CC(NC(=O)C(C)(C)C)C2 (configuration not stated)	8	i	-1.0	-4	-5	0	-16	-1
-2	3	Cc1ccnc(N2CCC(C(=O)NCc3ccc(F)cc3)CC2)n1	2	i	0.1	-9	-4	0	-10	0
-7	5	COc1cccc(/C=C2/Sc3ccc(C(=O)NCCCN4CCCC4)cc3NC2=O)c1	10	i	-5.6	-9	-5	-73	-16	2
4	-1	COc1ccccc1OCCCC(=O)Nc1ccc(N2CCOCC2)cc1	-5	i	1.6	-1	-5	-4	-14	1
8	-1	CCC(C)NC(=O)C1CCN(S(=O)(=O)c2ccc3nc4c(c(C(=O)O)c3c2)CCCCC4)CC1 (configuration not stated)	6	i	-1.4	-2	-4	-6	6	-1
-3	0	CCN(C(=O)c1cc(Cl)ccc1OC)c1ccccc1C	-4	i	0.1	-7	-2	2	6	0
28	6	O=C(CNc1cccc2ccccc12)N/N=C/c1cccc(Oc2ccccc2)c1	-2	i	3.1	-4	-35	0	0	7

Later entries.
NadD inh	MT1-MMP act inh	SMILES	CendR NRP1 mod	Rpn11 inh	LMPTP inh	Scp1 inh	DNMT1 inh	SUMO1-SIM PPI	SKN-1 block	STEP inh
-1	8	Oc1cnc2ccccc2c1CN1CCOCC1	-11	i	0.9	0	4	-6	2	2
1	-98	N#Cc1cc2ccccc2nc1SCc1ccccn1	7	i	-0.7	-2	-4	-6	8	23
4	2	CCNC(=O)CCn1nc(-c2ccc(C)cc2)c2ccccc2c1=O	0	i	0.2	7	0	3	-14	-3
-9	-7	COc1ccc(C)cc1S(=O)(=O)N1c2ccc(C)cc2C2CN(C)CCC21 (configuration not stated)	17	i	-0.1	-3	-2	5	3	-2

Only NadD inh, Rpn11 inh and STEP inh (4 entries from above):
compound,NadD inh,Rpn11 inh,STEP inh
Oc1cnc2ccccc2c1CN1CCOCC1,-1,i,2
N#Cc1cc2ccccc2nc1SCc1ccccn1,1,i,23
CCNC(=O)CCn1nc(-c2ccc(C)cc2)c2ccccc2c1=O,4,i,-3
COc1ccc(C)cc1S(=O)(=O)N1c2ccc(C)cc2C2CN(C)CCC21 (configuration not stated),-9,i,-2

Screening data from PubChem BioAssay.
